# TRHR enhancer: qHTS for Small Molecule Agonists and Allosteric Enhancers of Human TRH Receptor: Primary Screen for Enhancers; Thyrotropin-releasing hormone receptor (Homo sapiens), P34981; TRHR cells, fluo-8 calcium fluorescence, EC20 TRH enhancement; enhancement, % at 2 µM; hit rate 0.66% among 360,000; in the data active = enhancement above about 30%; note: 0% is about no effect
# Target sequence (P34981 whole entry, looked up): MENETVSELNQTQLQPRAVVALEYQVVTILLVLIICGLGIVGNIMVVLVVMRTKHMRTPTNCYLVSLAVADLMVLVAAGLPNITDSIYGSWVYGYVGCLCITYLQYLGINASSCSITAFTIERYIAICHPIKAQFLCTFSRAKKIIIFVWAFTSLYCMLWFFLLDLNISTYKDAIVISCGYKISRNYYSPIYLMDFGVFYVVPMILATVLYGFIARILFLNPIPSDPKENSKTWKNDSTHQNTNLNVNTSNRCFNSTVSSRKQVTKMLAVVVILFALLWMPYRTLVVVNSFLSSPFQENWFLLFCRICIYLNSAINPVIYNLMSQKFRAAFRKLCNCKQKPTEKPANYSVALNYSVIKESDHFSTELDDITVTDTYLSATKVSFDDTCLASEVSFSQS
#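 TRHR-expressing cells loaded with fluo-8 calcium dye were read kinetically (ex 480/em 530) during compound addition, then stimulated with an EC20 of TRH (10 nM final). Enhancement of the Gq-mediated intracellular calcium response was scored.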
# rTrxR1 inhibitor: qHTS Assay for Inhibitors of Mammalian Selenoprotein Thioredoxin Reductase 1 (TrxR1): qHTS; AID 588453, 2011; hit rate 1% among 390,000; recombinant rTrxR1, NADPH fluorescence consumption, selenite substrate; Thioredoxin reductase 1, cytoplasmic (Rattus norvegicus), O89049; Potency, µM (doses to about 114 µM), for inactives: top-dose activity change, negative = inhibition, usual class: inhibitors; note: potency is the fitted concentration of half-maximal effect; % is set by controls: 0 for no effect and ±100 for the full control effect; nearly all actives have a fitted effect of over 65% in size
# Target sequence (O89049 whole entry, looked up): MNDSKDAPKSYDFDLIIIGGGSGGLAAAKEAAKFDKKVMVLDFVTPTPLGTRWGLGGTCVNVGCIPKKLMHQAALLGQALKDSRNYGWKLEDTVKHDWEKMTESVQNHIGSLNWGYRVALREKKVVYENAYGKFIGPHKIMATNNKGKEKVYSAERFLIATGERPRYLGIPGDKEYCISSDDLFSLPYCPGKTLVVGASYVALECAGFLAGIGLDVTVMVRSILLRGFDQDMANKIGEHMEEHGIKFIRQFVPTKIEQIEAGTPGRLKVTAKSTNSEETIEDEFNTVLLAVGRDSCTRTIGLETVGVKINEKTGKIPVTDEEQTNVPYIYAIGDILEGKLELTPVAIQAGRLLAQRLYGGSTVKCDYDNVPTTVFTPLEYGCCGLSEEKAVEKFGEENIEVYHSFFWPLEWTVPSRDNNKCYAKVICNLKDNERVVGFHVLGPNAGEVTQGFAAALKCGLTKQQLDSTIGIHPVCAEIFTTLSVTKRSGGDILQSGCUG
#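 Rat TrxR1 (90 nM in the dispensed reagent) was pre-reduced with 400 uM NADPH for 5 min at room temperature, then incubated with compound for 15 min. After 400 uM selenite was added, NADPH fluorescence (Ex 340/Em 450 nm) was followed for 8 min.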
# IDH1 R132H inh: qHTS for Inhibitors of mutant isocitrate dehydrogenase 1 (IDH1): qHTS; IDH1-R132H enzyme, NADPH consumption, diaphorase/resazurin fluorescence; Potency, µM (top dose mostly 76.6 µM), for the others: at the top dose activity change, negative = inhibition, most hits filed as inhibitors; Isocitrate dehydrogenase [NADP] cytoplasmic (Homo sapiens), O75874; hit rate 0.093% among 390,000; note: potency is the fitted concentration of half-maximal effect; % is set by controls: 0 for no effect and ±100 for the full control effect; nearly all actives have a fitted effect of over 65% in size
#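 IDH1-R132H (0.5 ug/mL dispensed) in pH 7.5 Tris buffer was preincubated 30 min with compound, then given a substrate mix of 0.016 mM NADPH and 2 mM alpha-KG for 80 min at room temperature; remaining NADPH was read by diaphorase/resazurin fluorescence.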
# D2 ag: HTS Assay for Allosteric Agonists of the Human D2 Dopamine Receptor: Primary Screen for Agonists; HEK293 T-REx D2 cells, calcium flux agonist mode; activation, % at 2 µM; hit rate 0.53% among 340,000;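 active = activation over 3 SD above normal in the single-dose calcium agonist read, cut at about 30% in these data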; note: 0% is about no effect
#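 Tetracycline-induced HEK293 Trex cells with D2 receptor force-coupled to calcium signaling, plated overnight at 30 C and loaded with no-wash calcium dye. Calcium flux read kinetically for 180 s after compound addition; responses flag agonists.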
# Pin1 inh: qHTS Assay to Find Inhibitors of Pin1; Peptidyl-prolyl cis-trans isomerase NIMA-interacting 1 (Homo sapiens), Q13526; Pin1 FP peptide displacement, HiFluor488, 10 min; Potency, µM (doses to about 115 µM), inactives show at the highest dose activity, negative = inhibition, most hits filed as inhibitors; hit rate 0.009% among 390,000; AID 504891, 2011; active = well fitted inhibition curve with a large enough effect in the polarisation, with a control signal flat, not every such curve was filed as active; inconclusive = small, poorly fitted or top-dose-only effect, or effect the other way, or a change in a side signal; inactive = no such curve, though single readings can be large or run the other way; the % refers to the polarisation; note: potency is the fitted concentration of half-maximal effect; % is set by controls: 0 for no effect and ±100 for the full control effect
# Target sequence (Q13526 whole entry, looked up): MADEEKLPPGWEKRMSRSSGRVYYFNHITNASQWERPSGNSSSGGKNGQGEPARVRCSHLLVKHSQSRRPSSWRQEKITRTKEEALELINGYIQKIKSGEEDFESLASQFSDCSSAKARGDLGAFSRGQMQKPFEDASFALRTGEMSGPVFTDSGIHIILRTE
# D2 antag: HTS Assay for Allosteric Antagonists of the Human D2 Dopamine Receptor: Primary Screen for Antagonists | D(2) dopamine receptor (Homo sapiens), P14416 | HEK293 TREx D2 cells, calcium flux, dopamine EC80 | inhibition, % at 10 µM | hit rate 2% among 340,000; in the data active = inhibition above about 30%; note: 0% is about no effect
#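 Tetracycline-induced HEK293 T-REx cells expressing D2 force-coupled to calcium signalling were dye-loaded, exposed to compound for 180 s, then challenged with an EC80 of dopamine; calcium flux was followed kinetically for a further 180 s.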
# USP1 inh: Inhibitors of USP1/UAF1: Primary Screen | hit rate 0.23% among 390,000 | Potency, µM (titrated, usually from 57.1 µM), without a hit: top-dose activity change, negative = inhibition, most hits filed as inhibitors | recombinant USP1/UAF1, Ub-Rhodamine cleavage fluorescence; note: potency is the fitted concentration of half-maximal effect; % is set by controls: 0 for no effect and ±100 for the full control effect; nearly all actives have a fitted effect of over 60% in size; inactives centre near -12
#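 High-throughput fluorogenic screen: 1nM USP1/UAF1 complex, Ub-Rho substrate 150nM final, 50mM HEPES pH 7.8 with 0.5mM EDTA, 0.1 mg/ml BSA, 1mM TCEP and 0.01% Tween-20.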
# TrxR1 substrate: qHTS Assay for Substrates of Mammalian Selenoprotein Thioredoxin Reductase 1 (TrxR1): qHTS; Thioredoxin reductase 1, cytoplasmic (Rattus norvegicus), O89049; hit rate 0.01% among 390,000; purified TrxR1 substrate turnover, NADPH consumption readout; Potency, µM (doses to about 114 µM), for inactives: at the top dose activity change, negative = substrate turnover; note: potency is the fitted concentration of half-maximal effect; % is set by controls: 0 for no effect and ±100 for the full control effect; nearly all actives have a fitted effect of over 50% in size
#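 Rat TrxR1, dispensed at 90 nM, was prereduced with 400 uM NADPH (final) for 5 min at ~22 deg C, then incubated with compound 15 min before 400 uM selenite. A first-read NADPH fluorescence drop versus no-compound background flagged substrates.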
# TRHR agonist: qHTS for Small Molecule Agonists and Allosteric Enhancers of Human TRH Receptor: Primary Screen for Agonists; Thyrotropin-releasing hormone receptor (Homo sapiens), P34981; AID 493084, 2011; hit rate 0.18% among 360,000; TRHR cells, calcium flux fluo-8, FDSS agonist mode; activation, % at 2 µM; in the data active = activation above about 30%; note: 0% is about no effect
#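 Steps: seed TRHR cells overnight; add fluo-8 no-wash Ca dye, RT 30 min–1.5 h; record 10 s baseline; pin-transfer compounds; monitor fluorescence 1 cycle/s for the agonist window. Calcium increases flag candidate agonists.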
# * marks the source's active call; other numbers are inactive results; ? = inconclusive; . = no result given; [ ] = remark or other dose. Unless noted, calls come from the whole dose curve; as a rule, active = well fitted inhibition curve with a large enough effect; inconclusive = small, poorly fitted or top-dose-only effect; inactive = no such curve, though single readings can be large or run the other way. The list is partial (hit frequency here may not be typical).
1	CC(C)(C)OC(=O)N(Cc1ccccc1)Cc1ccccc1OCc1cccc(NC(=O)C2CC2)c1
2	O=C(CSc1nnc2scc(-c3ccc(Cl)cc3)n12)Nc1cccc(C(F)(F)F)c1
3	CC(C)CCN1CCN(Cc2ccc(C#CC(C)(C)O)s2)CC1CCO (stereo not drawn)
4	CC1=C(C(=O)Nc2ccccc2C)C(c2cccnc2)n2nc(SCc3ccccc3F)nc2N1 (stereo not drawn)
5	CCOc1cc(CNCCO)c(Cl)cc1OCC(=O)NCCc1ccccc1
6	Cc1ccc(OC(=O)c2cc3ccccc3o2)cc1
7	Cc1ccc(Cl)cc1NC(=O)c1cc2ccccc2cc1O
8	CC(=O)c1cnc2cc(-c3ccccc3)nn2c1C

compound no.	1	2	3	4	5	6	7	8
TRHR agonist	.	0.5	0.8	-0.5	0.6	0.3	3.8	-0.8
rTrxR1 inhibitor	30%	2%	5%	19%	0%[57.1 µM]	7%[57.1 µM]	-1%	8%
D2 ag	.	-1.3	4.4	-0.6	-0.2	-0.6	6.2	0.3
TrxR1 substrate	0%	-3%	3%[57.1 µM]	0%	2%[57.1 µM]	0%[57.1 µM]	3%	9%
TRHR enhancer	.	1	-2	1	4	-4	-11	0
IDH1 R132H inh	2%[38.3 µM]	.	4%	-9%	-3%	5%	5%	-2%
USP1 inh	-25%	-3%	-15%	-23%	-3%	-9%	-8%	6%
D2 antag	.	.	-3	.	-7	-2	12	5
Pin1 inh	18%	1%	3%	30%[activator]	-1%	-6%	11%	2%

9	COc1ccccc1OCc1nnc(SCC(N)=O)n1-c1ccccc1
10	COc1ccc(-c2nc3scc(CCNS(=O)(=O)c4cccs4)n3n2)cc1
11	Cc1nnc(SCC(=O)NCc2ccccc2Cl)c2nn(-c3ccccc3)c(C)c12
12	COc1ccccc1NC(=O)c1ccc2c(=O)n3c(nc2c1)CCC3
13	Cc1cc(N2C(=O)C3C4CCC(C4)C3C2=O)no1 (stereo not drawn)
14	Cc1ccc(NC(=O)c2ccc3ccccc3n2)cc1S(=O)(=O)N1CCOCC1
15	COc1cc(-c2nc3ccccc3c(=O)n2N)cc(OC)c1OC
16	CN(CC(=O)Nc1ccc(Cl)c(Cl)c1)C(=O)CNC(=O)Cc1ccccc1

compound no.	9	10	11	12	13	14	15	16
TRHR agonist	-0.3	-0.7	-0.6	0.1	1.1	0.2	-0.4	0.9
rTrxR1 inhibitor	17%	1%[57.1 µM]	12%	5%	22%	2%[57.1 µM]	28%	-1%
D2 ag	15	0.3	0.5	-0.6	-1.2	-0.3	-0.9	-0.5
TrxR1 substrate	1%	-8%[57.1 µM]	-3%	3%	1%	-1%[57.1 µM]	5%	-8%
TRHR enhancer	0	13	5	1	-5	-3	3	5
IDH1 R132H inh	3%	-6%	10%	21%	-2%	0%	-2%	4%
USP1 inh	-17%	-29%	-10%	-7%	-15%	-20%	-25%	0%
D2 antag	-5	.	.	-15	15	6	2	22
Pin1 inh	-6%	?	5%	-1%	-1%	16%	5%	-8%

# An excerpt of these results, tab-delimited:
no.	structure	TRHR agonist	rTrxR1 inhibitor	D2 ag	TrxR1 substrate	TRHR enhancer	IDH1 R132H inh	USP1 inh	D2 antag	Pin1 inh
12	COc1ccccc1NC(=O)c1ccc2c(=O)n3c(nc2c1)CCC3	0.1	5%	-0.6	3%	1	21%	-7%	-15	-1%
16	CN(CC(=O)Nc1ccc(Cl)c(Cl)c1)C(=O)CNC(=O)Cc1ccccc1	0.9	-1%	-0.5	-8%	5	4%	0%	22	-8%
14	Cc1ccc(NC(=O)c2ccc3ccccc3n2)cc1S(=O)(=O)N1CCOCC1	0.2	2%[57.1 µM]	-0.3	-1%[57.1 µM]	-3	0%	-20%	6	16%
11	Cc1nnc(SCC(=O)NCc2ccccc2Cl)c2nn(-c3ccccc3)c(C)c12	-0.6	12%	0.5	-3%	5	10%	-10%	.	5%
15	COc1cc(-c2nc3ccccc3c(=O)n2N)cc(OC)c1OC	-0.4	28%	-0.9	5%	3	-2%	-25%	2	5%
9	COc1ccccc1OCc1nnc(SCC(N)=O)n1-c1ccccc1	-0.3	17%	15	1%	0	3%	-17%	-5	-6%
13	Cc1cc(N2C(=O)C3C4CCC(C4)C3C2=O)no1 (stereo not drawn)	1.1	22%	-1.2	1%	-5	-2%	-15%	15	-1%

# (continued)
17	Cc1cccc(-c2cc3nc4c(c(NCc5ccco5)n3n2)CCCC4)c1
18	CCN(C(=O)COC(=O)c1ccc(N2C(=O)c3ccccc3C2=O)cc1)C1CCS(=O)(=O)C1 (stereo not drawn)
19	CCOC(=O)N1CCC(NC(=O)c2cccn3c(=O)c4cc(Br)ccc4nc23)CC1
20	CCC(c1nnc(SCC(=O)Nc2ccc(Cl)cc2C(F)(F)F)n1C1CCCCC1)N(C)C (stereo not drawn)
21	Cc1cc(C)n(-c2ccc(C(=O)OCC(=O)c3c(N)n(C)c(=O)n(C)c3=O)cc2)n1
22	COc1ccc(/C=N/NC(=O)COc2cc(C)cc(C)c2)cc1COC(C)=O
23	CCc1c(C(=O)N/N=C/c2ccsc2)csc1C
24	COc1cccc(N2CCN(C(=O)c3ccc(=O)oc3)CC2C)c1 (stereo not drawn)

compound no.	17	18	19	20	21	22	23	24
TRHR agonist	0.0	0.2	-0.4	-0.6	0.6	0.3	0.9	0.5
rTrxR1 inhibitor	27%	5%	?	-9%	21%[57.1 µM]	?	8%	-18%
D2 ag	-1.5	-0.6	-1.9	0.2	0.8	-9.5	-0.6	0.0
TrxR1 substrate	22%	-1%	-3%	-12%	12%[57.1 µM]	-17%	6%[11.4 µM]	15%
TRHR enhancer	-2	-8	-2	22	10	6	-4	-1
IDH1 R132H inh	13%	0%	-1%	6%	8%	1%	-2%	10%
USP1 inh	?	-9%	-22%	4%	-17%	-2%	-19%	-3%
D2 antag	.	0	0	14	-10	-9	16	-1
Pin1 inh	33%[activator]	-6%	-3%	-3%	0%	3%	6%	-19%

25	Cc1ccccc1N(CC(=O)NC1CCCCC1)C(=O)CNC(=O)c1cccs1
26	CCC(=O)N1CCN=C1SCc1ccccc1
27	Cc1cc(N2CCN(c3cccc(C(F)(F)F)c3)CC2)n2nc(-c3ccccc3C)nc2n1
28	CC(C)CNC(=S)NC(=O)c1csc([N+](=O)[O-])c1
29	COc1ccc(C(=O)CC2(O)C(=O)N(CCc3ccccc3)c3ccc(Br)cc32)cc1OC (stereo not drawn)
30	COc1cc(C(=O)NC2CC(C)(C)Cc3c2cnn3-c2ccccc2)cc(OC)c1OC (stereo not drawn)
31	CC(=O)C1=NN(c2ccccc2)C(c2cccs2)N1c1ccccc1 (stereo not drawn)
32	Cc1ccc(C(=O)N2CC(C(=O)O)C2)cc1

compound no.	25	26	27	28	29	30	31	32
TRHR agonist	-1.1	-0.5	-0.6	-0.4	0.6	0.2	2.3	0.3
rTrxR1 inhibitor	13%[57.1 µM]	17%	39%[activator]	-25%	30%	12%	.	21%[57.1 µM]
D2 ag	-3.4	-1.4	-1.0	-0.5	3.2	1.6	0.2	0.6
TrxR1 substrate	-19%[57.1 µM]	4%	-1%	-3%	-3%	6%	.	-5%
TRHR enhancer	-2	15	5	-2	-17	-6	-2	0
IDH1 R132H inh	0%	4%	0%	0%	4%	4%	.	4%
USP1 inh	-18%	-14%	-25%	-20%	-13%	-18%	.	-16%
D2 antag	1	-17	.	0	.	3	15	4
Pin1 inh	4%	0%	11%	14%	0%	-1%	.	-4%

33	COc1ccc(CNC(=O)C2CCCN2S(=O)(=O)c2ccccc2)cc1 (stereo not drawn)
34	CCCC(=O)NC1CC(=O)N(c2ccc3c(c2)OCCO3)C1 (stereo not drawn)
35	Cc1ccc(CSc2cc(C)[nH]c(=O)n2)cc1
36	COc1cccc(/C=C2\Sc3ccc(C(=O)NCC4CCCO4)cc3N(C)C2=O)c1 (stereo not drawn)
37	CCN(CC)S(=O)(=O)c1ccc(C(=O)Nc2cccc(C)c2)cc1
38	COc1cc(/C=C(\C#N)C(=O)NCc2cccs2)ccc1O
39	Cc1cc(-c2c(C)[nH]n(-c3ccc(Cl)cc3)c2=O)n[nH]1

compound no.	33	34	35	36	37	38	39
TRHR agonist	0.0	0.3	-0.1	-1.1	-0.5	2.5	1.4
rTrxR1 inhibitor	24%	18%[57.1 µM]	4%	20%	10%	-15%	-9%
D2 ag	1.2	.	-0.7	-1.0	-0.6	-0.3	0.3
TrxR1 substrate	9%	-1%[57.1 µM]	7%	-3%	-6%	-12%	-10%
TRHR enhancer	-6	-4	-7	9	2	-4	1
IDH1 R132H inh	1%	1%	4%	-4%	4%	7%	34%[activator]
USP1 inh	0%	?	-3%	-20%	-10%	-10%	-13%
D2 antag	-13	.	5	-16	-2	5	-5
Pin1 inh	-8%	0%	13%	23%	0%	24%	?
